NCI-60 one-dose screen, 48 h, at 10 µM unless noted. Numbers give growth in % (100 = growth as untreated, 0 = no growth, -100 = all killed).
HL-60(TB) = HL-60(TB) leukemia cells | 78,000 tested, 9% active; active = growth percent below 10
Active calls of the source: *; & = joins results of further samples. A portion of the library; count on the stated rates, not on these rows.

SMILES	HL-60(TB)
COC(=O)C1=C(C(=O)OC)C2C(C)=CC(C)=CN2C(C(=O)OC)=C1C(=O)OC (configuration not stated)	97.5
O=C(Nc1ccnc(F)c1)[C@H](O)[C@@H](O)C(=O)N1CCOCC1	102.7
Brc1cc2c(cc1C1SCCS1)OCO2	95.9
CN(C)c1oc(/C=C/C=C/c2nc(C#N)c(N(C)C)o2)nc1C#N	105.0
S=c1[nH]nc(-c2ccc3c(c2)nc(-c2ccccc2)n3C2CCCCC2)o1	90.7
C#CCn1c(CO)ccc1CNc1ccc(OC)cc1	101.0
O=C1C[C@H](N2C(=O)c3ccccc3S2(=O)=O)C2CO[C@@H]1O2	106.2
CCCCCCCCCCCCCCn1cc(C=C2C(=O)NC(=S)NC2=O)c2cc(Br)ccc21	101.1
Cc1ccc(-n2cc(-c3ccccc3)c3c(SCC(=O)n4nc(C)cc4C)ncnc32)cc1	104.1
COc1ccc(/C=C/c2cc(=O)c3c(C)c(Cl)c(C)cc3o2)cc1	85.4
O=C(N=Nc1c(O)[nH]c2ccc([N+](=O)[O-])cc12)c1ccc2nc(-c3ccccc3)[nH]c2c1	84.7
CN(N)c1cn[nH]c(=O)c1Cl	100.8
CCOc1ccc(NC(=O)CC(C)=O)cc1	105.6
CN1C(=O)C(C)(C2=CCCCC2)C(=O)NC1=S (configuration not stated)	88.7
Clc1cc(Cl)c(Cl)c(-c2nc(CN3CCOCC3)cs2)c1	84.6
COc1ccc(CNC(=O)c2c(C)n([O-])c3ccccc3[n+]2=O)cc1	101.5
CCOC(=O)c1c(C)nc2c(c1N)CC(=O)N2Cc1ccccc1C(F)(F)F	70.2
CC1=CC(C)(C)NC(=S)N1c1ccc(Cl)cc1	97.6&94.7
COc1cc2oc(-c3cccc(C(=O)Nc4ccc(Cl)cc4)c3)cc(=O)c2c(OCC(=O)NCC(=O)O)c1OC	87.6
Cc1c(C)c(C)c(C(=O)c2ccccc2C(=O)NCCSC(C)(C)C)c(C)c1C	88.0
O=C1CSC(c2ccccc2Cl)N1Cc1ccccc1 (configuration not stated)	104.1
Cc1cccc(C)c1NC(=O)N/N=c1\cc(C)c2ccc(O)cc2o1	94.0
Brc1ccc2nc(-c3c(-c4ccccc4)nc4ncccn34)[nH]c2c1	64.1
COc1cc(OC)cc(C(=O)Nc2cccc(C#Cc3cccc4[nH]nc(N)c34)c2)c1	1.6*
CCC(CC)OC(=O)Cc1ccccc1	99.8
O=C(O)Cn1ncc2c(Nc3ccc(NS(=O)(=O)c4ccccc4)cc3)ncnc21	101.4
O=C(O)Cn1c(O)c(/C=C2/C=c3cc4c(cc3=NC2=O)OCCO4)sc1=S	100.1
N#Cc1c(N)nc(-c2ccccc2)c(C#N)c1N	94.6
CN(C)c1ccc(-c2ccc3[nH]c(=O)nc(-c4ccccc4)c3c2)cn1	3.3*
NCCCNc1nc2ccccc2c2c1S(=O)(=O)c1ccc(Cl)cc1C2=O	39.5
O=C(NCCNc1cc(-c2cn(-c3ccccc3)nc2-c2cccc(O)c2)ccn1)Nc1cc(C(F)(F)F)cc(C(F)(F)F)c1	97.0
CC1=C/C(=C(/c2ccccc2S(=O)(=O)O)c2cc(C)c(O)c(CN(CC(=O)O)CC(=O)O)c2C)C(C)=C(CN(CC(=O)O)CC(=O)O)C1=O	113.8
N=C(N)SCc1ccc(Br)cc1	83.5
O=C1C(=O)N(CCO)c2ccccc21	103.7
O=S(=O)(c1ccccc1)N(Cc1ccccc1)c1ccccc1	58.0
CC1CCN(/N=N/c2nc3c([nH]2)c(=O)n(C)c(=O)n3C)CC1	101.1
O=C1OC(c2ccc3c(c2)CCCC3)=C/C1=C/C=C\c1ccccc1	97.4
CC1CCC(C(C)C)C(NNC(N)=O)C1 (configuration not stated)	108.3
CN[C@]1(c2ccccc2Cl)CCCC[C@H]1NCCc1ccc(OC)c(OC)c1	105.8
O=C(/C=C/c1ccco1)Nc1ncc(Cc2ccc(F)cc2)s1	-41.6*
COC(=O)[C@@]1(C)CC[C@]2(C)CC[C@]3(C)C(=CC[C@@H]4[C@@]5(C)CCC(=O)NC(C)(C)[C@@H]5CC[C@]43C)[C@@H]2C1	106.7
O=Cc1cn(C(=O)c2ccc(Cl)cc2)c2ccccc12	100.6
CC(=O)c1ccc(Nc2nc(NCCO)nc(N3CCOCC3)n2)cc1	103.6
NS(=O)(=O)c1cc2c(cc1Cl)NC(CC1CCCC1)NS2(=O)=O (configuration not stated)	118.3
Cc1ccc2nc(-c3c(-c4ccc(F)cc4)nc4sc(C)nn34)[nH]c2c1	101.2
O=C(NCc1ccc(Cl)cc1Cl)C1CCC(=O)N1c1nccs1 (configuration not stated)	98.7
NC1(c2ccc(-c3ccc4ncnc(NCc5ccccc5)c4c3)cn2)COC1	106.2&113.0
O=C(N/N=C\c1ccc(Cl)cc1)c1ccncc1	96.2
O=C(O)c1ccc(-n2cc(CNc3ccc(C(F)(F)F)cc3)c(-c3ccc(F)cc3)n2)cc1	89.0
CCCCSc1nnc(-c2ccc(-c3ccccc3)nc2C)o1	90.6
CC(=O)c1cccc(C)n1	87.5
CC(=O)OCC1O[C@@H](OC(C)=O)[C@@H](NC(=O)NS(=O)(=O)c2ccccc2Cl)C(OC(C)=O)[C@@H]1OC(C)=O (some centres not stated)	99.5
CCCCCCCCCCCC1=NC(C)(COC(=O)c2ccccc2)CO1 (configuration not stated)	73.9
CCCCCCCCCCCC1=NC(C)(C)CN1C(C)(C)CO	58.3
COc1ccc(-c2nnc(COc3ccc(NS(=O)(=O)c4ccc(Cl)cc4)cc3F)o2)cc1	75.7
CCOc1nc2sc(C(N)=O)c(C)c2c(=O)n1Cc1ccccc1	104.9
COC(=O)C(CCC(=O)CN1C(=O)c2ccccc2C1=O)N1C(=O)c2ccccc2C1=O (configuration not stated)	96.1
O=C1Nc2ccccc2/C1=C/c1ccc(-c2cccc([N+](=O)[O-])c2)s1	102.3
CN1CCN(CCOc2nc(Oc3ccccc3C(=O)O)cc(-c3ccco3)n2)CC1	107.6
CCCCCOC(=O)c1ccccc1O	99.4

(cont.)
SMILES	HL-60(TB)
N=c1c2c(-c3ccccc3)cn(-c3ccccc3)c2nc2[nH]/c(=C\c3ccc(Cl)cc3)c(=O)n12	97.0
CCCCCCCNC(=O)CCCNc1ncnc2c1ncn2-c1cccc(C(C)O)c1 (configuration not stated)	24.0
Cc1ccc(N/N=C/c2c(-c3ccc(S(C)(=O)=O)cc3)nc3ccccn23)cc1	40.9
Cc1ccc(C2=C(c3ccc(C)cc3)CS(=O)(=O)C2)cc1	110.9
Nc1ccc2oc(=O)c(C(=O)O)cc2c1	99.0
O=C1CC(=NCC(=O)n2cnc3ccccc32)NN1	100.9
Cc1cc(N2CCN(c3ccnc4cc(Cl)ccc34)CC2)nc(N2CCOCC2)n1	69.5
Cc1ncc(C(=O)O)n1C(C)c1ccccc1 (configuration not stated)	97.2
COc1cc(/C=N/Nc2ccc([N+](=O)[O-])cc2)cc(OC)c1OC	81.1
Cc1cccc(C(=O)C=C(C(F)(F)F)C(F)(F)F)c1	96.2
CN1CCN(c2nc3scc(-c4ccccc4)c3c(=O)[nH]2)CC1	90.8
Cc1cc(O)ccc1C1=NN(c2ccc(S(C)(=O)=O)cc2)C(=O)CC1	52.6
COC12C=CC34c5ccccc5C(=O)N3c3ccccc3C(O1)C4C2 (configuration not stated)	83.1
O=C(Nc1ccc(F)cc1)c1nscc1NCc1ccc2c(c1)OCO2	106.1
COc1cc(NCCCCCNC(C)C)c2ncccc2c1	58.4&103.5

Reformatted as labelled records: entries from further up.
COc1cc(/C=N/Nc2ccc([N+](=O)[O-])cc2)cc(OC)c1OC
  HL-60(TB): 81.1
Cc1ncc(C(=O)O)n1C(C)c1ccccc1 (configuration not stated)
  HL-60(TB): 97.2
Cc1ccc(N/N=C/c2c(-c3ccc(S(C)(=O)=O)cc3)nc3ccccn23)cc1
  HL-60(TB): 40.9
COc1cc(NCCCCCNC(C)C)c2ncccc2c1
  HL-60(TB): 58.4&103.5

(cont.)
SMILES	HL-60(TB)
Cc1oc(=O)oc1CN1CCN(c2cc3c(cc2F)c(=O)c(C(=O)O)c2n3C(C)C2)CC1 (configuration not stated)	98.4
Cc1ccc(S(=O)(=O)Nc2ccc3ncccc3c2[N+](=O)[O-])cc1	90.6
Clc1ccc(C(c2cccc(Cl)c2)C(Cl)Cl)cc1 (configuration not stated)	84.3
N#Cc1ccc(O)c(C2=NCC(c3ccccn3)O2)c1 (configuration not stated)	92.0
c1ccc2[nH]c(Cc3nc4ccccc4[nH]3)nc2c1	75.6
CCCCOC(=O)C1OC(Oc2ccc3c(C)cc(=O)oc3c2)[C@@H](OC(C)=O)C(OC(C)=O)C1OC(C)=O (some centres not stated)	102.2
COc1cc([C@@H]2c3cc4c(cc3[C@H](O)[C@H]3COC(=O)[C@@H]23)OCO4)cc(OC)c1OC	-61.0*
COc1ccc(/C=C/c2nc3ccccc3c(=O)n2-c2ccc(C#Cc3ccccc3)cc2C)cc1	83.6
Cc1cc(=O)oc2cc(Oc3ccc(C(=N)N)cc3)ccc12	81.1
COc1ccc(-c2nc(/N=C/c3ccc(O)c(O)c3O)n[nH]2)cc1	92.8
CN1c2ccccc2C(=O)N(NC(=O)Nc2ccccc2)C1c1ccc([N+](=O)[O-])cc1 (configuration not stated)	102.6
ClC(Cl)(c1ccccc1)c1ccc(-c2ccccc2)cc1	97.2
Cc1cc(C(C)(C)c2cc(C)c(O)c(C)c2)cc(C)c1O	75.3
O=C(CN1CCOCC1)Nc1nc2c(s1)Nc1cc(Cl)c(Cl)cc1NC2=O	82.9
C[N+](C)(C)CCO	103.0&99.0&119.2
O=C(CN1CCN(c2cc(=O)n(-c3ccccc3)c3ccccc23)CC1)Nc1ccccc1[N+](=O)[O-]	53.2
C=CCOC(=O)CC=C	98.8
O=c1c2cccc(F)c2sc2c(NCc3ccccc3)nc3ccccc3c12	96.0
Cc1nc(-c2nc(-c3ccccc3)c(-c3ccccc3)[nH]2)sc1C	104.2
CCCCN1C(=O)/C(=c2\sc3n(c2=O)C2C(NN=3)N(CC)C(=O)N2CC)c2cccc(C)c21 (configuration not stated)	2.9*
COc1cc2oc(-c3cccc(NC(=O)[C@@H](N)Cc4ccccc4)c3)cc(=O)c2c(OC)c1OC	98.3
COc1ccc(-c2c3c(nn2Cc2ccccc2)CCc2cnoc2-3)cc1	98.2
COc1ccc(C(C)c2cc3c(cc2OCC(=O)O)OCO3)cc1 (configuration not stated)	97.6
CCOC(=O)c1c(-c2ccc3c(c2)OCO3)c(C#N)c2c(C#N)c(N)nn2c1N	54.9
Cc1cc(=O)oc2cc(Oc3nc(-c4ccc(Cl)cc4)cn4c(-c5ccc(Cl)cc5)cnc34)ccc12	86.8
Cc1cc(NC(=O)COC(=O)c2sc3cc(F)ccc3c2Cl)no1	106.6
CC(C)(C)n1cc(-c2ccnc(NCCCNS(=O)(=O)c3ccc(Cl)cc3)n2)c(-c2ccc(F)c(O)c2)n1	106.0
O=C1N=C2SCCCN2/C1=C\c1cccc(OCc2ccc(Cl)cc2)c1	37.3
CCOC(=O)C1=C(C)NC(=O)NC1c1c(Cl)n(-c2ccccc2)c2ccccc12 (configuration not stated)	73.4
Fc1ccc(NCc2ccc3cc2OCC#C/C=C\C#CCO3)cc1	57.1

Individual results from the list:
Entry of `CC(C)(C)n1cc(-c2ccnc(NCCCNS(=O)(=O)c3ccc(Cl)cc3)n2)c(-c2ccc(F)c(O)c2)n1` under HL-60(TB): 106.0
Entry of `C=CCOC(=O)CC=C` under HL-60(TB): 98.8

The list continues.
SMILES	HL-60(TB)
C=C1CC[C@H]2[C@@](C)(CCC3OC(c4ccc(OCc5cn(CC6OC7OC(C)(C)OC7[C@@H]6OCc6ccccc6)nn5)cc4)OC[C@]32C)[C@@H]1/C=C/C1=CCOC1=O (some centres not stated)	102.7
O=C(CNc1ccccc1)Nc1ncc(Cc2ccc(Cl)cc2)s1	96.9
CCOC(=O)c1c(-c2cccs2)c(C#N)c(=O)n(Cc2nc3ccccc3[nH]2)c1N	105.9
O=C(Cc1nc2ccc(Cl)cc2nc1CC(=O)c1ccccc1)c1ccccc1	13.4
C[C@]12C=CC(=O)NC1CCC1C2CC[C@@]2(C)C1CC[C@@H]2C(=O)Nc1cc(C(F)(F)F)ccc1C(F)(F)F (some centres not stated)	65.2
COC(=O)c1cc(-c2cc3ccccc3o2)nn1-c1ccccc1	99.8
CSc1ccc(N)cc1	100.8
Cn1c(=O)[nH]c2nc(SCC(=O)Nc3ccc(C(=O)/C=C/c4ccc(Br)cc4)cc3)[nH]c2c1=O	99.9
COc1ccc(N2N=C(c3ccc4c(c3)OCCO4)CC2c2cccc(NC(=O)CCNS(=O)(=O)c3ccc(OC)cc3)c2)cc1 (configuration not stated)	87.4
COc1cccc(C=Nc2cc(C(C)C)c(O)cc2C)c1O	85.9
O=C1Nc2c(ccc(Cl)c2Cl)/C1=C/c1cc(Br)c(O)c(Br)c1	33.0
COC(=O)c1c(C(=O)c2ccccc2)nnn1-c1cccc(C(F)(F)F)c1	102.8
COc1ccc(C(=O)c2c(N)c(C#N)cn2Cc2ccc(Cl)cc2Cl)cc1	85.6
Cc1cc(N(CCCl)CCCl)ccc1/C=N\NC(=O)c1cccnc1	60.0
CNS(=O)(=O)c1ccc(C)cc1	103.9&105.3

Shown field by field: 4 of the compounds above.
> COc1ccc(C(=O)c2c(N)c(C#N)cn2Cc2ccc(Cl)cc2Cl)cc1
  HL-60(TB) = 85.6

> O=C1C(=O)N(CCO)c2ccccc21
  HL-60(TB) = 103.7

> O=C(/C=C/c1ccco1)Nc1ncc(Cc2ccc(F)cc2)s1
  HL-60(TB) = -41.6*

> Cc1cc(N2CCN(c3ccnc4cc(Cl)ccc34)CC2)nc(N2CCOCC2)n1
  HL-60(TB) = 69.5

Going on with the list:
SMILES	HL-60(TB)
CC(=O)OCC1OC(OC2=C(CC=C(C)C)C(=O)c3ccccc3C2=O)C(OC(C)=O)C(OC(C)=O)C1OC(C)=O (configuration not stated)	-36.7*
COc1cc(/C=C/C(=O)c2ccc(N3CCN(C)CC3)cc2)ccc1F	50.0
COc1c2c(cc3c1OCO3)CCN(C)C2	157.2
COc1cc2c(cc1OCCCCCn1c(-c3ccco3)nc3ccccc31)N=C[C@@H]1CCCN1C2=O	-27.4*
O=C(/C=C/c1cn(-c2ccccc2)nc1-c1ccccc1)NNC(=O)Nc1ccc(F)cc1	90.3
